RNase H inhibition = RNase H inhibition, HIV 1 Gag Pol polyprotein, FRET biochemical assay, screening (AID 372). HIV-1 RT RNase H, FRET RNA/DNA substrate fluorescence; higher % means a stronger effect. inhibition, % at 10 µM, or IC50 in µM where a hit was titrated. actives 0.77% (n = 100,000); in the data active = inhibition above about 50%
Starred values were filed as active, the others as inactive; & = joins results of further samples.

SMILES	RNase H inhibition
O=C(Nc1ccc(O)cc1C(=O)O)c1ccc(Cl)c(Cl)c1	3.0%
COC(=O)C1=C(C)NC2=C(C(=O)CC(c3ccccc3)C2)C1c1cc(OC)c(OC)cc1[N+](=O)[O-] (centres undefined)	0.0%
Cc1ccccc1Cn1cc(C=C2C(=O)NC(=O)NC2=O)c2ccccc21	43.0%
CC1(C)Cc2ccccc2/C(=C/C(=O)c2ccccc2[N+](=O)[O-])N1	6.0%
CSCCOC(=O)C1=C(C)NC(=O)NC1c1cccc(Cl)c1 (centres undefined)	10.0%
O=C(O)COc1ccc(/C=C2/C(=O)NC(=O)N(c3ccccc3)C2=O)cc1	2.0%
Cc1ccc(CN2CCN(/N=C/C=C\c3ccco3)CC2)cc1	8.0%
CN1C(=O)C(=Cc2cccn2-c2ccc(Br)cc2)C(=O)N(C)C1=O	17.0%
CCOc1ccc(N2C(=O)/C(=C/c3cccc([N+](=O)[O-])c3)SC2=S)cc1	2.0%
Cc1ccc2nc(-c3ccc(NC(=O)c4ccco4)cc3)sc2c1	28.0%
O=C(Nc1ccc(Cl)c(-c2nc3ccccc3s2)c1)c1ccc([N+](=O)[O-])o1	7.0%
CCOC(=O)C1=C(O)/C(=C/c2cc(C)n(-c3cccc(Cl)c3)c2C)N=C1C	5.0%
Cc1ccc(/C=C2\SC(=S)N(CCCC(=O)Nc3ccccn3)C2=O)cc1	3.0%
CCOC(=O)Cc1csc(NC(=O)C(C)(C)C)n1	0.0%
COc1cc(/C=N/NC(=O)c2cccc(I)c2)ccc1OC(C)=O	9.0%
COc1ccc(/C=N/NC(=O)C(=O)Nc2ccccc2OC)c(OC)c1	15.0%
O=C(Nc1c(C(=O)N2CCC(Cc3ccccc3)CC2)cnn1-c1ccccc1)c1ccccc1F	16.0%
CCn1c(-c2ccc(C(C)(C)C)cc2)n[nH]c1=S	3.0%&4.0%
COC(=O)CCC(=O)NCc1ccccc1	9.0%
CC(=O)N/N=C(/c1ccccc1)C(O)c1ccccc1 (centres undefined)	0.0%
Cc1cc(C)c(/C(O)=C2/C(=O)C(=O)N(c3ccccn3)C2c2cccnc2)c(C)c1 (centres undefined)	0.0%
C=CCC(NCc1ccccc1)c1ccncc1 (centres undefined)	9.0%
CCOc1ccccc1C(=O)Nc1ccc(C(=O)OCC(C)C)cc1	12.0%
O=S(=O)(Cc1ccccc1)NCCOc1ccc(Cl)cc1	2.0%
Cc1[nH]n(-c2ccccc2)c(=O)c1C=Nc1cccc2ccccc12	15.0%
COc1ccccc1N1CCN(C2CC(=O)N(c3ccc(C(=O)O)cc3)C2=O)CC1 (centres undefined)	0.0%
CCN1C(=O)/C(=C\c2ccc(N(C)C)cc2)SC1=S	25.0%
COc1cc(/C=C(\C#N)C(N)=S)ccc1OCc1ccccc1	10.0%
COc1cccc(C(=O)NN/C=C/C(=O)c2ccccc2)c1	10.0%
O=C(N/N=C/c1ccccc1O)C1CC(=O)N(c2ccc(Cl)cc2)C1 (centres undefined)	10.0%
CCC(C)c1ccccc1OCc1nnc(NC(=O)Nc2cccc(Cl)c2)s1 (centres undefined)	6.0%
COC(=O)c1ccc(OCC(O)CN2CCOCC2)cc1 (centres undefined)	2.0%
c1ccc(-c2nc(-c3cccnc3)no2)cc1	14.0%
COc1ccc(NC(=S)NC(=O)c2ccccc2Br)cc1	8.0%
CCOc1cc(C=C2C(=O)N(C)C(=S)N(C)C2=O)c(Br)cc1O	18.0%
COc1ccc(C(=O)NC(=S)Nc2ccccc2Cl)cc1OC	14.0%
CC(=C(C#N)C#N)c1ccc2c(c1)OCO2	13.0%
CCOc1ccc(C(=O)Nc2cc3nn(-c4ccccc4)nc3cc2C)cc1[N+](=O)[O-]	39.0%
COc1cc(C(=O)Nc2ccc3oc(-c4ccc(C)cc4C)nc3c2)cc(OC)c1OC	3.0%
O=C1CC(c2ccccc2)CC2=C1C(c1ccsc1)Nc1ccccc1N2 (centres undefined)	10.0%
O=C(COc1ccc(Br)cc1)Nc1cc([N+](=O)[O-])ccc1F	8.0%
COC(=O)COc1ccc(/C=N/NS(=O)(=O)c2ccccc2)cc1	5.0%
CCOc1cccc(C(=O)NC(=S)Nc2ccc(N3CCCC3)cc2)c1	18.0%
O=C(COc1ccc(Br)cc1)Nc1ncc(S(=O)(=O)c2ccc([N+](=O)[O-])cc2)s1	19.0%
COc1ccc(CCN2C(=O)CC(N3CCN(c4ccc(Cl)cc4)CC3)C2=O)cc1OC (centres undefined)	5.0%
Cc1ccc(NS(=O)(=O)c2ccc(Oc3ccc([N+](=O)[O-])cc3)cc2)cc1	0.0%
O=C(COc1ccccc1)NC1CCCCCCC1	0.0%
NC(=O)C[n+]1csc2ccccc21	11.0%
O=C(Nc1cccc(-c2nc3cc(Cl)ccc3o2)c1)c1cccc([N+](=O)[O-])c1	13.0%
C=CCn1c(CSc2nc3ccccc3s2)nnc1SC/C=C/c1ccccc1	59.0%*
O=C1C(=O)N(CCO)C(c2ccc(Br)cc2)/C1=C(\O)c1ccc(Cl)cc1 (centres undefined)	7.0%
CN(C(=O)C(c1ccccc1)c1ccccc1)c1ccccc1	5.0%
NNC(=O)c1cc(=O)[nH]c2ccccc12	10.0%
CCOC(=O)C(CCCCCOc1ccccc1C(C)(C)C)C(=O)OCC	20.0%
O=[N+]([O-])c1ccccc1N/N=C\c1ccc(Br)s1	0.0%
Cc1cc(Br)ccc1S(=O)(=O)n1ccnc1	17.0%
CCCCC(=O)Nc1cccc(Cl)c1C	8.0%
O=c1oc2ccc(Br)cc2cc1-c1csc(-c2cc3cc([N+](=O)[O-])ccc3oc2=O)n1	4.0%
Cc1cc(-c2ccco2)c(C#N)c(=S)[nH]1	6.0%
CCOc1ccc(C(=O)Nc2ccc3oc(-c4ccccc4Cl)nc3c2)cc1	14.0%

Going on with the list.
SMILES	RNase H inhibition
CC(=O)c1ccc(NC(=O)c2cnn3c(C(F)(F)F)cc(-c4cccs4)nc23)cc1	10.0%
Cc1ccccc1/C=N/N1CCN(Cc2cccc3ccccc23)CC1	8.0%
COc1cccc(C(=O)Nc2cccc(NC(=O)c3ccccc3)c2)c1	6.0%
COCCCNc1ccc2c3c(nc(=O)n2C)-c2ccccc2C(=O)c13	50.0%*
Cc1cc(C(=O)N2CCN(c3cccc(Cl)c3)CC2)ccc1[N+](=O)[O-]	13.0%
O=C(COc1ccc2ccccc2c1)NCCCN1CCOCC1	2.0%
Cc1ccc(S(=O)(=O)Nc2ccc(OC(=O)c3ccc(Cl)cc3)cc2)c(C)c1	28.0%
COc1ccccc1/C=C/C(=O)c1ccc(O)cc1	13.0%
CCOC(=O)C1=C(C)N=c2s/c(=C\c3ccc(-c4cc([N+](=O)[O-])ccc4OC)o3)c(=O)n2C1c1ccc(Cl)cc1 (centres undefined)	25.0%
Cc1ccc2c(c1)c1c3n2CCN(CC(O)CNCN2CCCCCC2)C3CCC1 (centres undefined)	7.0%
CCOC(=O)COc1ccccc1/C=N/NC(=O)c1ccc(C)cc1	12.0%
FC(F)(F)c1ccc(/C=N/N2CCN(Cc3cccc4ccccc34)CC2)cc1	8.0%
O=S(=O)(Cc1ccccc1)CC(O)COc1ccccc1 (centres undefined)	0.0%
NC(N)=Nc1nc(-c2ccccc2)c(-c2ccccc2)s1	9.0%
CCCN=C(C)C1=C(O)C(C(=O)OC)C(C)(C)CC1=O (centres undefined)	1.0%
COc1ccccc1NC1=NS(=O)(=O)c2ccccc21	0.0%
CCOC(=O)CSC1=C(C#N)C(c2ccco2)CC(=O)N1 (centres undefined)	11.0%
COc1ccc2ccccc2c1C=Nc1ccc(S(N)(=O)=O)cc1	24.0%
Cc1ccc2c(C)nc(Nc3nc(C)cc(-c4ccccc4)n3)nc2c1	7.0%
CN1C(=O)/C(=C2\SC(=S)N(Cc3ccco3)C2=O)c2ccccc21	8.0%
C=CCN1C(=O)/C(=C/c2cc(C)n(-c3ccc(C)c(C)c3)c2C)SC1=S	29.0%
CCOc1ccccc1NC(=O)c1ccccc1C	0.0%
CCCOC(=O)Nc1nnc(CCC)s1	15.0%
CCCCCCN1C(=O)C(=O)/C(=C(\O)c2ccccc2)C1c1ccccc1Cl (centres undefined)	5.0%
Cc1cc(C)cc(NCc2ccco2)c1	0.0%
CC1=NN(c2ccccc2)C(=O)C1/C=C1\C(=O)NC(=S)N(c2ccc(F)cc2)C1=O (centres undefined)	14.0%
COc1ccc(C2Nc3ccccc3NC3=C2C(=O)CC(C)(C)C3)cc1O (centres undefined)	0.0%
O=C(Cc1cccc2c(S(=O)O)cccc12)NC(c1ccccc1)c1ccccc1	6.0%
Cc1sc(-c2c[nH]c3ccccc23)nc1-c1c[nH]c2ccccc12	43.0%
Cc1nnc(NC(=O)c2cn(-c3ccccc3)nc2-c2ccccc2)s1	0.0%
C#CCSc1nncn1C(=O)/C=C/c1cccs1	15.0%
Cc1cc(/C=C2/SC(=O)N(C)C2=O)c(C)n1-c1cccc(F)c1	28.0%
O=C1/C(=C/c2ccc(I)o2)SC(=S)N1c1ccccc1	29.0%
CCc1nnc(NC(=O)c2ccccc2F)s1	8.0%
COc1cc(C=O)ccc1OCCOc1ccc(C)cc1I	34.0%
CCOC(=O)C1=C(O)/C(=C\c2sccc2C)N=C1C	0.0%
COc1ccccc1CC(=O)NC1CCCCCC1	5.0%
Cc1c(C#N)c2nc3ccccc3n2c(=O)/c1=C\c1c(O)n(-c2ccc(I)cc2)[nH]c1=O	0.0%
Cc1nnc(SCC(=O)NC(C)c2ccccc2)[nH]c1=O (centres undefined)	0.0%
COC(=O)c1ccccc1NC(=O)c1ccc(C)c([N+](=O)[O-])c1	15.0%

Taken from above:
`Cc1nnc(SCC(=O)NC(C)c2ccccc2)[nH]c1=O` (centres undefined) | RNase H inhibition: 0.0%
`Cc1cc(/C=C2/SC(=O)N(C)C2=O)c(C)n1-c1cccc(F)c1` | RNase H inhibition: 28.0%

(more compounds)
SMILES	RNase H inhibition
O=C(NCCc1c[nH]c2ccccc12)/C(=C\c1ccc(O)cc1)NC(=O)c1ccccc1	7.0%
C/C(=C\c1ccc(Br)cc1)C(=O)c1c(C)cc(C)[nH]c1=O	2.0%
Cc1ccccc1OCC(=O)Nc1ccccc1-c1ccccc1	14.0%
C=CCc1cc(C=O)cc(OCC)c1OCc1ccc(Cl)cc1	49.0%
COc1ccc(NC(=O)CN(c2ccc(OC)cc2OC)S(=O)(=O)c2ccc(C)cc2)c(OC)c1	9.0%
COc1ccc(-n2sc3c(c2=S)-c2cc(C)c(C)cc2NC3(C)C)cc1OC	1.0%
OCCNCCCCCCOc1ccc(Br)cc1	0.0%
Cc1cc(/C=C2/SC(=S)NC2=O)c(-c2ccccc2)n1-c1ccccc1	23.0%
O=C1C(=O)N(c2ccc(Br)cn2)C(c2cccc([N+](=O)[O-])c2)/C1=C(/O)c1ccccc1 (centres undefined)	0.0%
COc1ccc(CNC(=O)CSc2nc(-c3ccccc3)c(-c3ccccc3)[nH]2)cc1	13.0%
O=C(O)c1cc(C(=O)O)c2cc(Cl)ccc2n1	5.0%
CCc1ccc(C2C(C#N)=C(SCC(=O)c3ccc(C)c(C)c3)NC(C)=C2C(C)=O)cc1 (centres undefined)	41.0%
COc1ccc2c(c1OC)C(=O)N1c3ccc(Cl)cc3N=C(c3ccccc3)CC21 (centres undefined)	22.0%
CC1=C(C(=O)Nc2ccccc2C)C(c2cccs2)C(C#N)=C(SCC(=O)c2ccc(Cl)cc2)N1 (centres undefined)	4.0%
CCOCCOC(=O)C1=C(C)NC(=O)NC1c1ccc(OC)c(OC)c1 (centres undefined)	7.0%
Cn1cnnc1Sc1nc2c(c(=O)n(C)c(=O)n2C)n1Cc1ccc(Cl)cc1Cl	0.0%
O=C(NC1C2CC3CC(C2)CC1C3)c1ccc(Cl)c([N+](=O)[O-])c1 (centres undefined)	9.0%
COc1ccc(CN2CCC(N3CCCCC3)CC2)c(OC)c1	33.0%
O=C(NCCN1CCCCC1)/C(=N\O)c1ccccn1	0.0%
CCN1C(=O)/C(=C2\SC(=S)N(N)C2=O)c2cc(Br)ccc21	17.0%

In another format: 17 of the compounds above.
| SMILES | RNase H inhibition |
| --- | --- |
| O=C(NCCc1c[nH]c2ccccc12)/C(=C\c1ccc(O)cc1)NC(=O)c1ccccc1 | 7.0% |
| C/C(=C\c1ccc(Br)cc1)C(=O)c1c(C)cc(C)[nH]c1=O | 2.0% |
| Cc1ccccc1OCC(=O)Nc1ccccc1-c1ccccc1 | 14.0% |
| C=CCc1cc(C=O)cc(OCC)c1OCc1ccc(Cl)cc1 | 49.0% |
| COc1ccc(NC(=O)CN(c2ccc(OC)cc2OC)S(=O)(=O)c2ccc(C)cc2)c(OC)c1 | 9.0% |
| COc1ccc(-n2sc3c(c2=S)-c2cc(C)c(C)cc2NC3(C)C)cc1OC | 1.0% |
| OCCNCCCCCCOc1ccc(Br)cc1 | 0.0% |
| Cc1cc(/C=C2/SC(=S)NC2=O)c(-c2ccccc2)n1-c1ccccc1 | 23.0% |
| O=C1C(=O)N(c2ccc(Br)cn2)C(c2cccc([N+](=O)[O-])c2)/C1=C(/O)c1ccccc1 (centres undefined) | 0.0% |
| COc1ccc(CNC(=O)CSc2nc(-c3ccccc3)c(-c3ccccc3)[nH]2)cc1 | 13.0% |
| O=C(O)c1cc(C(=O)O)c2cc(Cl)ccc2n1 | 5.0% |
| CCc1ccc(C2C(C#N)=C(SCC(=O)c3ccc(C)c(C)c3)NC(C)=C2C(C)=O)cc1 (centres undefined) | 41.0% |
| COc1ccc2c(c1OC)C(=O)N1c3ccc(Cl)cc3N=C(c3ccccc3)CC21 (centres undefined) | 22.0% |
| CC1=C(C(=O)Nc2ccccc2C)C(c2cccs2)C(C#N)=C(SCC(=O)c2ccc(Cl)cc2)N1 (centres undefined) | 4.0% |
| CCOCCOC(=O)C1=C(C)NC(=O)NC1c1ccc(OC)c(OC)c1 (centres undefined) | 7.0% |
| Cn1cnnc1Sc1nc2c(c(=O)n(C)c(=O)n2C)n1Cc1ccc(Cl)cc1Cl | 0.0% |
| O=C(NC1C2CC3CC(C2)CC1C3)c1ccc(Cl)c([N+](=O)[O-])c1 (centres undefined) | 9.0% |

Additional entries follow:
SMILES	RNase H inhibition
COc1cccc(C=C2C(=O)NC(=S)NC2=O)c1OCc1ccc(Br)cc1	5.0%
CCc1ccccc1NC(=O)CN(c1cccc(OC)c1)S(=O)(=O)c1ccccc1	4.0%
COc1ccc(C(=O)NC(=S)Nc2ccc(NC(C)=O)cc2)cc1OC	16.0%
Fc1cccc(-c2nnc(SCc3nc4ccccc4[nH]3)n2-c2ccccc2)c1	0.0%
Cc1ccc(NC(=O)Nc2nnc(CSCc3ccccc3Cl)s2)cc1	48.0%

Assay outcomes from PubChem.

This is a subset. The share of hits here may be higher or lower than overall.
